# Bioassay records (PubChem)
# RMI-FANCM inh = disruptors of RMI1/RMI2 association with MM2 peptide – biochemical, fluorescence polarization, human, primary screen | FP signal (polarization) at 33 µM | RMI core complex with F-MM2 peptide; active compounds read low | hit rate 0.58% among 70,000; in the data active means FP signal below about 40; further: inactives centre near 61; strong numbers were not always called active; unit not given here
# Active calls of the source: *; & = joins results of further samples. These rows are one share of the data, so the mix of outcomes need not match the whole.
RMI-FANCM inh	Compound
63	COC(=O)c1ccc2nc(NC(=O)C3CC3)sc2c1
56	CC1NC(C(=O)O)Cc2c1[nH]c1ccccc21 (stereo not given)
54	COC(=O)c1ccc(Oc2ccc(Cl)cc2)nc1
60	COc1cc(NC(=O)CCC(=O)O)c(OC)cc1Cl
69	COc1ccc(NC(=O)c2ccc(S(=O)(=O)N3CCOCC3)cc2)cc1OC
55	O=C(CCS(=O)(=O)c1ccc(F)cc1)Nc1ccccc1Oc1ccccc1
88	N#Cc1ccc(-c2csc(NC(=O)c3cccc(Br)c3)n2)cc1
64	COCCNC(=O)CCCSc1ccc(NC(=O)c2ccco2)nn1
55	O=C(NCCN1CCOCC1)C(=O)NCc1n[nH]c(=O)c2ccccc12
55	Cc1cc(C(=O)O/N=C(/N)c2ccc(Cl)cc2)nn1C(C)(C)C
60	O=C(O)CNC(=O)Cc1ccccc1
69	Cn1nccc1C(=O)Nc1ccc2scnc2c1

# Remaining list, next part
RMI-FANCM inh	Compound
88	CCOCCCn1c(SCc2nc(-c3ccc(F)cc3)no2)nc2ccccc2c1=O
65	O=C(/C=C/c1ccccc1)Nc1nnc(SCC(=O)c2ccccc2)s1
61&65&61	Cc1cn([C@H]2C=C[C@@H](CO)O2)c(=O)[nH]c1=O
72	Cc1nn(C2CCS(=O)(=O)C2)c2nc(-c3cccs3)cc(C(=O)Nc3ccc(C(C)C)cc3)c12 (stereo not given)
72	CCc1ccccc1NC(=O)C(=O)NCCCN1CCOC(c2ccccc2)C1 (stereo not given)
61	O=C(Nc1nc(-c2cccs2)cs1)c1cc([N+](=O)[O-])ccc1Cl
64	COc1coc(C(=O)Nc2ccc(N(C)C)cc2)cc1=O
61	CCc1ccc(-n2nnnc2SC(C)C(=O)Nc2ccc(S(N)(=O)=O)cc2)cc1 (stereo not given)
65	O=C(CSc1nnc2ccc(-c3ccncc3)nn12)Nc1ccc(F)cc1
56	COc1cccc(OC)c1SC
74	Cc1nc(C(=O)O)c(C(=O)c2cccs2)s1
64	N#CC(C#N)=Cc1ccc(-c2c(Cl)cc(C(F)(F)F)cc2Cl)o1

# Next part
RMI-FANCM inh	Compound
92	CCc1ccc(-n2nnc3c(=O)n(Cc4nc(-c5cccc(C)c5)no4)cnc32)cc1
52	Cc1cnc2c(c1NCCC1=CCCCC1)c(=O)n(C)c(=O)n2C
64	Cc1csc(NC(=O)CCn2c(=O)sc3ccccc32)n1
64	CC(C)(C)C(=O)Nc1ccc(F)cc1
65	CNc1cc(S(N)(=O)=O)ccc1OC
56	CSC(=CC(=O)c1ccncc1)SC
59	Cn1c(=O)c2c(nc(Cl)n2Cc2c(F)cccc2Cl)n(C)c1=O
57	COc1cc2c(cc1O)C(Cc1ccc(O)cc1)N(C)CC2 (stereo not given)
58	O=C(NCCc1csc(-c2ccc(F)cc2)n1)Oc1ccccc1
71	CCOC(=O)c1c(NC(=O)CNc2ccc(OC)cc2)sc2c1CCCC2
56	CSc1nc(C)c(Cc2c(F)cccc2Cl)c(=O)[nH]1
95	C=CCn1c(SCCC(=O)Nc2ccc(-c3nc4ccccc4s3)cc2)nc2scc(-c3ccccc3Cl)c2c1=O

# (list continues)
RMI-FANCM inh	Compound
53	O=C(NCc1ccccn1)C(=O)Nc1cccc(N2CCCCC2=O)c1
73	CCOC(=O)c1ccc(NC(=O)Cn2c(C)cc(C)c(S(=O)(=O)c3ccccc3)c2=O)cc1
58	NNC(=S)NCCc1ccccc1
61	CC(C)(C)c1csc(CN2CCN(C(=O)c3cccc4ccccc34)CC2)n1
55	COc1ccc(C(=O)Nc2cccnc2)cc1
58	CC(=O)c1ccccc1OS(=O)(=O)c1ccc(C)cc1
50	O=C1N=C(N2CCN(c3ccccc3[N+](=O)[O-])CC2)S/C1=C\c1cn[nH]c1-c1ccccc1
62	O=C(O)CCC1(c2ccccc2)NC(=O)N(CC(=O)Nc2ccccc2F)C1=O (stereo not given)
68	O=C(NCc1ccccc1Cl)c1sccc1S(=O)(=O)N1CCN(c2ccc(F)cc2)CC1
53	CN(C)/C=C/C(=O)c1cc(F)cc(F)c1O
55	COC(=O)c1cc(N=Nc2ccc(O)c3ccccc23)cc(C(=O)OC)c1
53	O=C(NCC(O)c1ccccc1)Nc1ccccc1 (stereo not given)

# Next records follow:
RMI-FANCM inh	Compound
61	Cc1cc(C)c2c(COc3ccc4c(=O)c(-c5ccc6c(c5)OCCO6)coc4c3)cc(=O)oc2c1
58	C[N+](C)(C)CCC(=O)c1cccc2ccccc12
55	COc1ccc(CCNC(=O)CSc2ncnc3[nH]ncc23)cc1OC
59	COc1ccc(NC(=S)N/N=C\c2ccc(Cl)cc2)cc1
84	COc1ccc(-c2nnc3ccc(SCC(=O)Nc4ccc(C(F)(F)F)cc4)nn23)cc1
54	O=C1Cc2cc(NC(=O)c3ccco3)ccc2N1
61	O=[N+]([O-])c1cccc(/C=N\NC(=S)NCCc2ccccc2)c1
54	Cc1c(N2C(=O)c3ccc(Br)cc3C2=O)c(=O)n(-c2ccccc2)n1C
60	Cc1ccc(Cl)c2sc(N(CCN3CCOCC3)C(=O)c3cccc(S(C)(=O)=O)c3)nc12
53	CSc1nc2cc(Cl)c(Cl)cc2[nH]1
63	Cc1ccc(Cn2cc(C(=O)NNC(=O)NCc3ccc(F)cc3)ccc2=O)cc1
51	CC(=O)Nc1c(C(=O)c2ccc(Cl)cc2)sc2nc(C)cc(C)c12

# The results go on.
RMI-FANCM inh	Compound
61	Cc1cccc(NC(=O)CCCS(=O)(=O)Cc2ccccc2)n1
55	Nc1nc(-c2ccco2)cs1
72	O=C(NCCc1ccc(N2CCCC2)cc1)c1ccc(F)c(F)c1
110	COc1ccc(NC(=O)Cn2cccc(-c3nc(-c4ccc(OC)c(OC)c4)no3)c2=O)c(OC)c1
64	COc1ccccc1N1CCN(C(=O)CC2CSc3nc(C(C)C)cc(=O)n32)CC1 (stereo not given)
64	CC(=O)N1CCN(c2c(C)cnc3c2c(=O)n(CC(=O)NC2CCCC2)c(=O)n3C)CC1
71	N#Cc1nc(-c2ccc(S(=O)(=O)N3CCCCC3)cc2)oc1NCc1ccc2c(c1)OCO2
53	O=C(O)c1ccc2c(c1)CCCN2
57	O=S(=O)(Nc1ccc(-c2cn3c(n2)SCC3)cc1)c1cccc(C(F)(F)F)c1
59	O=C(O)CCCn1c(-c2ccc(Br)cc2)nc(=S)c2c1CCCC2
58	Cc1c(C(O)=C2C(=O)C(=O)N(CCN(C)C)C2c2cccnc2)cnn1-c1ccccc1 (stereo not given)
65	O=C(O)CCCC(=O)Nc1ccccc1SCCS(=O)(=O)c1ccc(Cl)cc1

# Remaining list, next part:
RMI-FANCM inh	Compound
53	N#C/C(=C\c1ccc(-c2ccccc2[N+](=O)[O-])o1)c1nc(-c2ccco2)cs1
60	Cc1ccc(C)c(S(=O)(=O)Nc2ccc3oc(=O)sc3c2)c1
59	O=C1C2=C(NC(=S)NC2c2ccc([N+](=O)[O-])cc2)c2ccccc21 (stereo not given)
66	CCOc1ccc(/C=C(\C#N)C(=O)N2CCOCC2)cc1
58	COc1ccc(S(=O)(=O)CCC(=O)N(Cc2ccccc2)Cc2ccccc2)cc1
56	Cc1ccc(C)c2sc(NC(=O)CN3C(=O)c4ccccc4C3=O)nc12
54	Cc1ccnc(N2C(=O)CCC2=O)c1
54	c1ccc(N2CC3CCc4ccccc4C3=N2)cc1 (stereo not given)
53	COc1cc(C(=O)c2cc(Cl)ccc2N)ccc1O
58	COc1cc(NS(=O)(=O)c2ccc(NC(=S)NC(C)=O)cc2)nc(OC)n1
56	CC(=O)N1CCc2c(sc(NC(=O)C3CCN(S(=O)(=O)c4cccs4)CC3)c2C#N)C1
51	Cc1csc(NC(=O)CSC2=NS(=O)(=O)c3cc(F)ccc3N2)n1

# Next part:
RMI-FANCM inh	Compound
64	CCc1nnc2c(=O)n(-c3cccc(F)c3)ccn12
85	Cc1cc(SCC(=O)Nc2ccc(Cl)cc2)nc2ccccc12
52	CCOC(=O)c1ccc(N/N=C\c2cc(OC)c(OC)c(OC)c2)cc1
60	N#Cc1cc2c([nH]c1=O)CCCCC2
78	COc1ccc(C(=O)Cn2nc(-c3ccco3)c3sc(N4CCOCC4)nc3c2=O)cc1OC
62	COc1ccc(NC(=O)Cc2cc(=O)[nH]c(SCc3ccccc3F)n2)cc1OC
68	O=C(Nc1nc(-c2cccs2)c(C(=O)C(F)(F)F)s1)c1ccc(Oc2ccc(C(=O)Nc3nc(-c4cccs4)c(C(=O)C(F)(F)F)s3)cc2)cc1
56	Clc1ccc(-c2cncn2N2CCCCC2)cc1
60	O=C1NC(=O)c2cc(NC(=O)c3coc4ccccc4c3=O)ccc21
68	COc1ccc(C)cc1NC(=O)CC1CCCCN1S(=O)(=O)c1ccccc1 (stereo not given)
79	O=c1c2cc(-c3cccs3)nn2ccn1Cc1nc(-c2cccc(C(F)(F)F)c2)no1
63	O=C(NCCc1nc2ccccc2[nH]1)c1c(F)cccc1F

# The results go on.
RMI-FANCM inh	Compound
66	Cc1ccc(-c2cc(=O)n(CC(=O)NCc3ccco3)cn2)cc1
66	O=C(Nc1nnc(-c2ccc(Br)s2)o1)c1ccc(S(=O)(=O)N2CCCC2)cc1
56	CC(C)(C)OC(=O)c1cccc(NC(=O)Nc2ccc(OC(F)(F)F)cc2)c1
69	NNCc1ccc(F)cc1
53	CCOC(=O)N1CCN(C(=O)CSc2nnc(NC(=O)Nc3ccc(C)cc3)s2)CC1
59	CC(C)C(C(=O)Nc1nc(-c2ccc(S(=O)(=O)N3CCOCC3)cc2)cs1)N1C(=O)c2ccccc2C1=O (stereo not given)
150	Cc1ccc(Cl)cc1NC(=O)Cn1cnc2c(sc3cccc(F)c32)c1=O
61	O=C(NC(=S)NC1CCSC1=O)c1ccc(Br)o1 (stereo not given)
59	O=C(NC(=S)Nc1ccc(Oc2ccccc2)cc1)c1ccco1
69	COC(=O)c1c(-c2ccc(C)c(C)c2)csc1NC(=O)CN1CCCCCC1
64	COc1ccc(N(CC(O)Cn2cc(/C=N\NC(N)=O)c3ccccc32)S(C)(=O)=O)cc1 (stereo not given)
60	Cc1cccc(NC(=O)c2cc3ccccc3s2)c1C(=O)O

# Carrying on:
RMI-FANCM inh	Compound
61	CC1(C)COc2ccc(NS(=O)(=O)c3ccc4c(c3)OCCO4)cc2NC1=O
59	CC(C)(C)c1cc(NCCCN2CCOCC2)n2ncc(-c3ccc(Cl)cc3)c2n1
59	CN1C(=O)C(=O)c2cc(Cl)ccc21
80	O=C(Cc1csc(SCc2ccc(Br)cc2)n1)NCc1cccs1
61	CS(=O)(=O)N1CCC(C(=O)Nc2nc(-c3ccc(Cl)s3)cs2)CC1
56	CN(C)S(=O)(=O)c1ccc(C(=O)NCc2n[nH]c(=S)n2-c2cccc(C(F)(F)F)c2)cc1
68	O=C(Nc1ccc2c(c1)CN(C(=O)c1cccs1)CC2)c1cccs1
62	O=C1/C(=C/c2cccs2)COC/C1=C\c1cccs1
80	C=CCn1c(SCC(=O)NCc2ccc3c(c2)OCO3)nc2sc3c(c2c1=O)CCC(C)C3 (stereo not given)
65	Cc1cc(NC(=O)Cn2nc(C)c3cnn(C(C)(C)C)c3c2=O)no1
69	Cc1cc(S(=O)(=O)NCCn2ncccc2=O)ccc1F
64	Cc1sc2nc(SCC(=O)NCC3CCCO3)n(Cc3ccco3)c(=O)c2c1C (stereo not given)

# Four records drawn at random from those above:
RMI-FANCM inh	Compound
56	CN(C)S(=O)(=O)c1ccc(C(=O)NCc2n[nH]c(=S)n2-c2cccc(C(F)(F)F)c2)cc1
65	Cc1cc(NC(=O)Cn2nc(C)c3cnn(C(C)(C)C)c3c2=O)no1
80	O=C(Cc1csc(SCc2ccc(Br)cc2)n1)NCc1cccs1
62	O=C1/C(=C/c2cccs2)COC/C1=C\c1cccs1

# (more compounds)
RMI-FANCM inh	Compound
65	O=C(Cc1ccc(F)cc1)NNC(=O)c1ccc(=O)n(Cc2ccccc2)c1
62	O=C(CN1CCN(Cc2nc3ccccc3[nH]2)CC1)NCc1ccc2c(c1)OCO2
67	O=C(Cc1csc(SCC(=O)c2cccs2)n1)NCc1ccco1
69	CCCCOc1ccc(C(=O)Nc2nnc(Cc3cccs3)o2)cc1
59	CCc1nnc(NC(=O)CSc2nccn2Cc2ccc(Cl)cc2)s1
29*	COc1ccccc1-c1nnc(Nc2nc3ccc(F)cc3s2)o1
61	COc1ccc(OC)c(-n2c(SC(C(C)=O)C(=O)N(C)C)nnc2-c2c[nH]c3ccccc23)c1 (stereo not given)
55	O=S(=O)(NCC(c1ccco1)N1CCc2ccccc21)c1ccccc1 (stereo not given)
75	COc1ccc(S(=O)(=O)NCC(c2ccsc2)N2CCCCCC2)cc1Cl (stereo not given)
67	Cc1cc(=O)n2c(n1)SCC2CC(=O)NCCc1ccccc1 (stereo not given)
70	O=C1c2cccc3cccc(c23)C(=O)N1CCN1CCN(CC(O)c2ccc([N+](=O)[O-])cc2)CC1 (stereo not given)
59	CCOc1ccccc1C(=O)NCCc1csc(-c2cccc(F)c2)n1
64	Cc1cccc(C(=O)NC2CC(=O)N(c3ccccc3)C2)c1 (stereo not given)
51	COC(=O)c1cc(NC(=O)Nc2ccccc2C(F)(F)F)ccc1N1CCOCC1
59	S=c1nc(-c2ccccc2)[nH][nH]1

# Of the compounds above, 14 contain an NH in an aromatic ring.
RMI-FANCM inh	Compound
56	CC1NC(C(=O)O)Cc2c1[nH]c1ccccc21 (stereo not given)
55	O=C(NCCN1CCOCC1)C(=O)NCc1n[nH]c(=O)c2ccccc12
61&65&61	Cc1cn([C@H]2C=C[C@@H](CO)O2)c(=O)[nH]c1=O
56	CSc1nc(C)c(Cc2c(F)cccc2Cl)c(=O)[nH]1
50	O=C1N=C(N2CCN(c3ccccc3[N+](=O)[O-])CC2)S/C1=C\c1cn[nH]c1-c1ccccc1
55	COc1ccc(CCNC(=O)CSc2ncnc3[nH]ncc23)cc1OC
53	CSc1nc2cc(Cl)c(Cl)cc2[nH]1
60	N#Cc1cc2c([nH]c1=O)CCCCC2
62	COc1ccc(NC(=O)Cc2cc(=O)[nH]c(SCc3ccccc3F)n2)cc1OC
63	O=C(NCCc1nc2ccccc2[nH]1)c1c(F)cccc1F
56	CN(C)S(=O)(=O)c1ccc(C(=O)NCc2n[nH]c(=S)n2-c2cccc(C(F)(F)F)c2)cc1
62	O=C(CN1CCN(Cc2nc3ccccc3[nH]2)CC1)NCc1ccc2c(c1)OCO2
61	COc1ccc(OC)c(-n2c(SC(C(C)=O)C(=O)N(C)C)nnc2-c2c[nH]c3ccccc23)c1 (stereo not given)
59	S=c1nc(-c2ccccc2)[nH][nH]1
